Compound activity: PubChem, several laboratories
KCNK9 block: human KCNK9 channel inhibition; Q9NPC2; AID 488922; B-score at 10 µM; HEK293 KCNK9, FluxOR thallium flux fluorescence; hits give low values; 310,000 tested, 1.2% active;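 active = ratio B-score over 3 SD below the library mean, with starting fluorescence within 5 SD of its mean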;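 also: negative B-score means less thallium flux so channel inhibition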
Target sequence (Q9NPC2 whole entry, looked up): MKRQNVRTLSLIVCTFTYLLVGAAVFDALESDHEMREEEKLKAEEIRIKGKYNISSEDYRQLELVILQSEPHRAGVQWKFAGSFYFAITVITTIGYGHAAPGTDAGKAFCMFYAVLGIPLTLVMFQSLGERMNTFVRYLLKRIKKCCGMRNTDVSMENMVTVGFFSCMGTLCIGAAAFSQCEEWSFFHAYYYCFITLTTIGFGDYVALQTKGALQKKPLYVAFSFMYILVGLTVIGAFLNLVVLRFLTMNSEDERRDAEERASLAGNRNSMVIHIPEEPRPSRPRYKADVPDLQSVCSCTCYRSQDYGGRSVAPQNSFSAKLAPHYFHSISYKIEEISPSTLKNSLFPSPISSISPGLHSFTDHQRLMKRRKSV
PolyA inh: yeast polyadenylation inhibition | 300,000 tested, 0.02% active | S. cerevisiae SKY197-pL101 polyadenylation reporter, beta-gal luminescence; efflux-impaired pdr1/pdr3 knockout yeast; score 100 = 6 SD above DMSO | calls only at 12 µM;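 active = lowest replicate activity score at least 50, where 100 means six control SD above control mean; inconclusive = lowest score under 50 but half or more replicates reach 50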;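 also: yeast exposed to compound for 9 h at 30 °C; higher score means more reporter readthrough which indicates perturbed polyadenylation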
KCNK3 block: human KCNK3 channel inhibition, primary screen; B-score at 10 µM; CHO-KCNK3 thallium flux, FluxOR fluorescence; hits give low values; 340,000 tested, 0.84% active; O14649;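 active = B-score under library mean minus 4 SD, starting fluorescence ratio at most library mean plus 5 SD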;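 also: more negative B-score means stronger inhibition of thallium flux through KCNK3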
hERG rescue: compounds protecting human hERG from proarrhythmic drug block; Q12809; CHO-hERG, FluxOR thallium flux, dofetilide IC70 present; activation (rescue from dofetilide block), less the hit threshold, % at 10 µM; 310,000 tested, 0.51% active;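 active = activation above the mean of controls blocked by dofetilide plus 5 SD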;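 also: thallium influx through hERG after potassium depolarization seen as dye fluorescence rise; in these data hits start at about 4.7%; inactives centre near -7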
GSK3A inh: blocks human GSK-3 alpha kinase; ADP-Glo luminescence, 60 min; inhibition, % at 10 µM; 320,000 tested, 0.1% active;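 in the data active = inhibition above about 50%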;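 also: GST-tagged GSK-3 alpha with peptide substrate and 25 µM ATP; 0% = DMSO neutral wells and 100% = GW8510 positive control wells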
RGS4 act: RGS4 potentiation or activation; HEK293 M3R/inducible RGS4, carbachol calcium flux Fluo4; hits give low values; B-score at 10 µM; 310,000 tested, 0.92% active;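 active = B-score of the integrated calcium signal more than 4 SD below the library mean, with starting fluorescence not abnormally high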;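 also: negative B-score means reduced calcium response which marks RGS4 activation or potentiation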
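test system = M3R-expressing HEK293 line, RGS4 induced by doxycycline | probe or stimulus = carbachol at ECmax as muscarinic agonist stimulus | timing = dye loading 30 min 37 °C, buffer rest 30 min RT | signal = calcium dye Fluo4 fluorescence | evaluation = B score from integrated fluorescence ratio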
KCNQ1 act: potentiates or activates the human KCNQ1 potassium channel. CHO-K1 KCNQ1, thallium flux FluxOR fluorescence; hits give high values. B-score at 10 µM. 310,000 tested, 0.35% active. AID 2648;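 active = fluorescence ratio B-score, a plate-corrected score, at least three library SD, with initial intensity B-score within 5 SD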
Target sequence (P51787 whole entry, looked up): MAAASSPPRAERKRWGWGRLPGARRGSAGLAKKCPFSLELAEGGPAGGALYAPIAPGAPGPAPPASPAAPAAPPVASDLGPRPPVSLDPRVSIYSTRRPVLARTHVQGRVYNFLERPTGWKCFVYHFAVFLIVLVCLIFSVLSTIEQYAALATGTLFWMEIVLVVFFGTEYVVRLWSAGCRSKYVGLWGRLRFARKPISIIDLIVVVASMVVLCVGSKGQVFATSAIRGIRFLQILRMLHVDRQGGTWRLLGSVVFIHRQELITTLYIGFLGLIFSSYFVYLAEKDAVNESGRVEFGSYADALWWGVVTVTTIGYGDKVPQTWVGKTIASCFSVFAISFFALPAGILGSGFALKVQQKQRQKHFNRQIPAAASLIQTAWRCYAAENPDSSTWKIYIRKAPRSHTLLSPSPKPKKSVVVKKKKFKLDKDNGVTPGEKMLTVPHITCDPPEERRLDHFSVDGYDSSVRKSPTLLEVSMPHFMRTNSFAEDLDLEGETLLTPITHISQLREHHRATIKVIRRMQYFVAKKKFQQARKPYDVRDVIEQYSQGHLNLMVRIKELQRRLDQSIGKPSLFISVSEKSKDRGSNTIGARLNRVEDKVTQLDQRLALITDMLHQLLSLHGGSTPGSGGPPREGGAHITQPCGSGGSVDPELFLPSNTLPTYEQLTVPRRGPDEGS
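Assay system: CHO-K1 cells stably expressing KCNQ1; Medium: assay buffer with matched DMSO; Also added: K+/Tl+ depolarizing stimulus; Dosing: single dose; Timing: dye 90 min, compound 20 min, room temperature; Measured by: kinetic FluxOR thallium fluorescence, 10-s 1-Hz baseline, 110-s post-stimulus read; Read-out: peak-minus-minimum fluorescence over initial fluorescence, negative-control normalized, B-scored.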
HDAC3 inhib: human HDAC3 inhibition; O15379; recombinant HDAC3, fluorogenic peptide/trypsin coupled, fluorescence; inhibition, % at 8.3 µM; 320,000 tested, 0.15% active; in the data active = inhibition above about 26%, passing the limit was not always enough; inconclusive = no clear call, values can overlap the other calls
GSK3B inh: human GSK3beta kinase inhibition; P49841; GST-GSK3beta kinase, ADP-Glo luminescence, 60 min; hits give low values; activity score (negative = inhibition), % at 10 µM; 300,000 tested, 0.038% active;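 active = more than half of replicate wells score below -50%, meaning over 50% inhibition versus plate controls; inconclusive = some replicates but at most half score below -50%; inactive = no replicate scores below -50%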;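 also: 0% = median DMSO wells and -100% = median GW8510 positive control wells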
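Test system – GST-tagged human GSK3beta kinase, cell-free · Incubation – 60 min enzyme reaction, room temperature · Signal – ADP-Glo luminescence · Also added – peptide substrate and ATP at 25 µM · Controls – DMSO neutral wells and GW8510 at 20 µM as positive · Buffer or medium – Tris/MgCl2 kinase buffer · Measure – Luminescence-derived activity versus plate DMSO and GW8510 wells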
KCNQ1 block: blocks the human KCNQ1 potassium channel | P51787 | CHO-K1 KCNQ1, FluxOR thallium flux fluorescence; hits give high values | B-score at 10 µM | 310,000 tested, 1.3% active;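 active = compounds whose thallium flux B-score, printed positive for inhibition, exceeds three library SD while starting fluorescence stays within three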;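 also: channel opened by potassium depolarization with thallium stimulus after 20 min compound exposure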
Dyrk1A ADPGlo: Dyrk1A (rat) kinase inhibition | Q63470 | ADP-Glo luminescence, NFATc1 peptide | inhibition, % at 12.5 µM | 310,000 tested, 0.43% active | AID 504441; in the data active = inhibition above about 50%;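 also: plate controls were vehicle with enzyme for no effect and no enzyme for full effect; many of its hits are not listed in these tables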
* marks the source's active call; other numbers are inactive results; i = inactive; ? = inconclusive; . = no result given.

molecule	KCNK9 block	RGS4 act	Dyrk1A ADPGlo	KCNQ1 act	GSK3B inh	GSK3A inh	HDAC3 inhib	PolyA inh	KCNQ1 block	hERG rescue	KCNK3 block
CC1=C(C(=O)OCCOc2ccccc2)C(c2ccsc2)NC(=O)N1C (centres undefined)	i	i	-1	i	-4	0	2	i	i	-5	i
Cc1ccc(SCC(=O)OCC(=O)N(CC(C)C)C2CCS(=O)(=O)C2)cc1C (centres undefined)	i	i	-3	i	1	3	3	i	i	-6	i
OC(COCc1ccc2c(c1)OCO2)CN1CCN(Cc2ccccc2)CC1 (centres undefined)	i	i	0	i	1	-2	5	i	i	-2	i
CC(=O)C1(C)N(O)C(C)(C)C(c2cccs2)=[N+]1[O-] (centres undefined)	i	i	0	i	0	2	2	i	i	-4	i
CN1CCN(Cc2nnc(-c3ccccc3)o2)CC1	i	i	-8	i	3	-2	-13	i	i	-10	i
Cc1ncc([N+](=O)[O-])n1CC(=O)Nc1ccc2c(c1)OCO2	i	i	-5	i	-1	4	-1	i	i	-3	i
Cn1c(=O)c(Oc2cc(Cl)cc(Cl)c2)nc2ccccc21	i	i	3	i	-4	-2	4	i	i	-8	i
Cc1ccc(C)c(NS(=O)(=O)c2ccc(-c3cnc(C4CC4)o3)cc2)c1	i	i	.	i	1	0	0	i	i	-8	i
CCC1(CC)Cc2ccccc2C(Nc2c(C)n(C)n(-c3ccccc3)c2=O)=N1	i	i	9	i	0	0	-11	i	i	-9	i
CSC(=S)N/N=C(\C)c1ccccc1	i	i	-6	45*	4	-2	2	i	i	20*	i
CC(CCc1ccccc1)NC(=O)CCC1CCCC1 (centres undefined)	i	i	.	i	1	-1	-2	i	i	-1	i
c1ccc(CCN2CN(CCCN3CCOCC3)c3nc4ccccc4n3C2)cc1	i	i	5	i	-3	-2	1	i	i	-4	i
CCn1c2ccccc2c2cc(/C(C)=N/O)ccc21	i	i	22	i	-2	3	-1	i	i	-11	i
O=C(Nc1nc2ccccc2c(=O)s1)c1ccc(F)cc1Cl	i	i	-1	i	1	1	2	i	i	-1	i
CCOc1cccc(N2C(=O)CC(N3CCN(c4ccc(S(=O)(=O)CC)cc4)CC3)C2=O)c1 (centres undefined)	i	i	0	i	2	-4	1	i	i	-4	i
CC(C)(C)c1ccc(O)c(/C=N\O)c1	i	i	4	i	2	1	4	i	i	-12	i
COc1ccc(C(=O)Nc2ccc3ncccc3c2)cc1	i	i	-6	i	1	-1	-1	i	i	-5	i
O=c1cc(CO)occ1OCc1c(F)cccc1Cl	i	i	2	i	3	-4	-16	i	i	-5	i
CC(=O)NC(Cc1ccccc1)C(=O)N1CCN(C(=O)c2cccs2)CC1 (centres undefined)	i	i	-8	i	0	-5	1	i	i	-3	i
CC1=C/C(=N\S(=O)(=O)c2ccccc2)C(C(C)C)=CC1=O	i	i	-4	i	1	0	1	i	i	-2	i
CCOc1ccc2[nH]c(=O)c(CN(CC3COCCO3)C(=O)C3CC3)cc2c1 (centres undefined)	i	i	-4	i	-3	-5	-7	i	i	-2	i
CCn1ncc([N+](=O)[O-])c1C(=O)Nc1nc2cccc(C)c2s1	i	i	10	i	-2	-2	5	i	i	-3	i
O=C(Nc1ccc2nc(-c3ccc4nc[nH]c4c3)[nH]c2c1)c1cccs1	i	i	-2	i	-1	.	9	i	i	-10	i
O=C(NCc1nc2ccccc2[nH]1)c1cccc(S(=O)(=O)N2CCCC2)c1	i	i	1	i	2	0	-8	i	i	-8	i
Cc1ccccc1/C=C/C12NC(=O)CN1c1ccccc1C2(C)C (centres undefined)	i	i	-7	i	-2	-2	1	i	i	-7	i
COc1ccc([N+](=O)[O-])cc1NC(=O)C(C)c1ccccc1 (centres undefined)	i	i	0	i	2	0	-4	i	i	0	i
COc1cc2ncnc(NCCCN3CCOCC3)c2cc1OC	i	i	0	i	-1	0	0	i	i	2	i
Cc1ccc(OCC(=O)N2CCCCCCC2)cc1	i	i	3	i	0	1	-1	i	i	-2	i
Cn1c(C(=O)N2CCC(C(=O)NCc3ccccc3)CC2)cc2sccc21	i	i	-1	i	2	-1	1	i	i	-8	i
COc1cc(C(=O)N2CCN(C(=O)c3ccco3)CC2)cc(OC)c1OC	i	i	6	i	-1	-4	0	i	i	-4	i
Nc1ncnc(Nc2cc(C(F)(F)F)cc(C(F)(F)F)c2)n1	i	i	9	i	-12	-18	4	i	i	-9	i
COc1ccc(NC(=O)CN2C(=O)c3cccc4cccc2c34)c(OC)c1	i	i	-6	i	-1	1	8	i	i	-5	i
CCCOC(=O)c1ccc(NC(=O)c2cc(OC)c(OC)c(OC)c2Br)cc1	i	i	.	i	5	-2	-1	i	i	-16	i
CCOC(=O)C1Nc2c(cc(C(F)(F)F)cc2[N+](=O)[O-])C2c3ccccc3CC12 (centres undefined)	i	i	0	i	1	.	16	i	i	-10	i
Cc1ccc(Cc2nnc(SCC(=O)Nc3ccccc3Cl)[nH]c2=O)cc1	i	i	-4	i	3	-5	3	i	i	-7	i
CCOC(=O)c1cccc(NC(=O)c2ccc(F)cc2F)c1	i	i	5	i	-2	1	1	i	i	-7	i
COc1cccc(NC(=O)CSc2nc3scc(C)c3c(=O)[nH]2)c1	i	i	-2	i	2	0	-1	i	i	-4	i
O=C(/C=C/c1ccc[nH]1)c1ccc(F)cc1	i	i	0	i	-3	-5	3	i	i	-4	i
COc1ccc(NC(=S)NCCCN2CCCC2=O)c(OC)c1	i	i	-1	i	0	.	-5	i	i	-13	i
CCOC(=O)Cn1cc(/C=N/NC(=O)c2cc3ccccc3o2)c2ccccc21	i	i	-3	i	-1	-1	3	i	i	-6	i
CCCCNc1cnn(-c2ccccc2)c(=O)c1Cl	i	i	0	i	2	-1	0	i	i	-4	i
O=C(Nc1ccc(S(=O)(=O)N2CCCCC2)cc1)c1cnccn1	i	i	-5	i	2	-2	-1	i	i	-13	i
CC(=O)Nc1cccc(/C(C)=N/NC(=O)c2ccc3c(c2)OCO3)c1	i	i	8	i	0	-2	5	i	i	-10	i
CN(C)c1ccc(/C=N/N=C2/SC(CC(=O)O)C(=O)N2c2ccc(O)cc2)cc1 (centres undefined)	i	i	2	i	1	-6	-1	i	i	-6	i
CCOc1nc(C)ccc1-c1noc(-c2cccnc2)n1	i	i	6	i	-4	0	-9	i	i	-1	i
Cc1cc(-c2nn(-c3ccccc3F)cc2CN2CCCC(CO)C2)c(C)s1 (centres undefined)	i	i	-3	i	-2	-1	-5	i	i	-13	i
O=C(CN1C(=O)CSC1=O)N1CCc2ccccc2C1	i	i	-2	i	2	-4	-9	i	i	-5	i
COc1ccc(NS(=O)(=O)c2cccc(C(=O)NCc3cccnc3)c2)cc1	i	i	.	i	-5	2	3	i	i	-14	i

Some entries already given, limited to Dyrk1A ADPGlo, HDAC3 inhib and RGS4 act.
| molecule | Dyrk1A ADPGlo | HDAC3 inhib | RGS4 act |
| --- | --- | --- | --- |
| CN(C)c1ccc(/C=N/N=C2/SC(CC(=O)O)C(=O)N2c2ccc(O)cc2)cc1 (centres undefined) | 2 | -1 | i |
| CCOc1nc(C)ccc1-c1noc(-c2cccnc2)n1 | 6 | -9 | i |

New compounds follow.
molecule	KCNK9 block	RGS4 act	Dyrk1A ADPGlo	KCNQ1 act	GSK3B inh	GSK3A inh	HDAC3 inhib	PolyA inh	KCNQ1 block	hERG rescue	KCNK3 block
CCCCOC(=O)c1ccc(NS(=O)(=O)c2cc(-c3nnnn3CC)ccc2OC)cc1	i	i	10	i	-1	0	6	i	i	-7	i
O=C(CSc1nc2ccccc2c(=O)[nH]1)Nc1ccc(N2CCOCC2)c(Cl)c1	i	i	-3	i	0	0	-3	i	i	-2	i
CCC(=O)Nc1cccc(-n2nnnc2SCC(=O)N(C(C)C)C(C)C)c1	i	i	-5	i	1	-1	-9	i	i	-4	i
O=C(O)CCCNC(=O)CCn1nnc2ccccc2c1=O	i	i	16	i	3	-5	3	i	i	-5	i
CC(C)(C)NCC(O)COc1cccc2[nH]c(=O)[nH]c12 (centres undefined)	i	i	-3	i	3	-3	6	i	i	-4	i
CCCCc1n[nH]c2c1/C(=N/OCC)CC(C)(C)C2	i	i	.	i	0	-5	17	i	i	-10	i
COc1ccc(C2/C(=C(/O)c3ccc(S(=O)(=O)N4CCOCC4)cc3)C(=O)C(=O)N2CCN2CCOCC2)cc1 (centres undefined)	i	i	-4	i	1	-4	2	i	i	-6	i
C/C(=N\NC(=O)CN1CCN(Cc2ccc(C)cc2)CC1)c1ccncc1	i	i	3	i	4	0	1	i	i	-6	i
Cc1nc(SCc2ccc(F)cc2)n[nH]1	i	i	3	i	3	0	?	i	i	-10	i
O=C(COc1ccc([N+](=O)[O-])cc1)NCCc1nc2ccccc2[nH]1	i	i	3	i	-2	1	.	i	i	-2	i
COc1ccc(N2CCN(CCN3C(=O)c4ccccc4C3=O)CC2)cc1	i	i	2	i	-2	-3	1	i	i	-5	i
COc1ccc(CCNC(=O)c2ccccc2Cl)cc1OC	i	i	1	i	0	-3	7	i	i	-13	i
C=C(C)Cn1cnc2cc(C)c(C)cc21	i	i	-1	i	-1	-2	-13	i	i	8.6*	i
c1ccc(Cn2nnc3c(NCCN4CCOCC4)ncnc32)cc1	i	i	-2	i	-3	-2	2	i	i	-7	i
O=C(NC1CCOC1)c1ccc(OC2CCN(CCc3ccccc3)CC2)cc1 (centres undefined)	i	i	0	i	-6	0	3	i	i	-11	i
CC(=O)c1cccc(NC(=O)c2noc3c2CCc2ccccc2-3)c1	i	i	5	i	2	-2	1	i	i	-12	i
CN1CCC(N(C)C(=S)NC(=O)C23CC4CC(CC(C4)C2)C3)CC1	i	i	-1	i	1	0	8	i	i	-5	i
CC1(C)C2CCC13CS(=O)(=O)N[C@@H]3C2 (some centres undefined)	i	i	-2	i	-2	0	-10	i	i	-1	i
Oc1cccc(/C=N/c2c(-c3ccco3)nc3ccccn23)c1	i	i	-1	i	0	2	.	i	i	-7	i

Not all compounds are listed; count on the stated rates, not on these rows.
